EphA4 KYL inhibition: EphA4 ligand-binding antagonists – biochemical, colorimetric, mouse EphA4, primary screen (AID 689); EphA4-AP binding to KYL peptide, pNPP A405; higher % means a stronger effect; one-dose inhibition, % at 10 µM; IC50 in µM for titrated hits; 62,000 compounds, 0.1% hits; in the data active = a potency from the dose series; inactive = the rest, 99 in 100 with inhibition below about 22%
* marks the source's active call; other numbers are inactive results. This is a subset; count on the stated rates, not on these rows.

SMILES	EphA4 KYL inhibition
Cc1cccc(-c2nc(CN3CCCC(C(=O)NC4CCCCCC4)C3)c(C)o2)c1 (stereo unspecified)	-8.0%
CN(C)c1nc(N(C)C)nc(N2CCCCC2)n1	-14.3%
CC(C)Sc1nnc(-c2c[nH]c3ccccc23)n1C	-10.3%
O=C(CCCN1C(=O)/C(=C\c2cccs2)SC1=S)NC12CC3CC(CC(C3)C1)C2	9.4%
COc1ccc(C2Nc3cccc4cccc(c34)N2)cc1Br	3.7%
O=C(Cc1cn2ccsc2n1)Nc1ccccn1	-3.3%
COc1cc(OC)c(C2NC(=S)NC(C)=C2C(=O)Nc2ccc(Cl)cc2)cc1OC (stereo unspecified)	10.3%
C=CCn1c(N)nc2ccccc21	-13.1%
COC(=O)c1ccccc1NS(=O)(=O)c1ccc(NC(C)=O)cc1	-15.1%
Cc1ccccc1C1NS(=O)(=O)N=C1N (stereo unspecified)	-8.8%
CC(C)C(C(=O)NCC1CCCO1)N(Cc1ccco1)C(=O)CNS(=O)(=O)c1ccc(F)cc1 (stereo unspecified)	-13.5%
Cc1ccc(-c2nn(CCC(=O)NCC3CCCO3)c(=O)c3ccccc23)cc1 (stereo unspecified)	1.7%
CN(CCNC(=O)c1cccc(N2CCCC2=O)c1)Cc1ccccc1	-15.7%
CCOc1ccc(C2C=C(c3ccccc3)Nc3ncnn32)cc1 (stereo unspecified)	12.6%
COc1cc(/C=N/NC(=O)c2cnn3c(C)cc(-c4ccccc4)nc23)ccc1O	-17.1%
O=C(OC1CCS(=O)(=O)c2sccc21)c1ccccc1 (stereo unspecified)	-8.0%
Cc1noc(/C=C/N(C)C)c1S(=O)(=O)N1CCCC(C(=O)NCc2ccc(Cl)cc2)C1 (stereo unspecified)	21.0%
COc1ccc(CNC(=O)C(NS(=O)(=O)c2ccc3c(c2)CCCN3C(C)=O)C(C)C)cc1 (stereo unspecified)	-1.8%
COc1ccc(-n2nnnc2SCC(=O)c2cc3ccccc3o2)cc1	-3.7%
Cc1sc(NC(=O)c2cc(-c3ccc(Cl)cc3)nc3ccccc23)c(C(N)=O)c1C	-12.9%
Cc1ccc(-n2nc(C)c3c2OC(N)=C(C#N)C3c2ccco2)cc1 (stereo unspecified)	26.2%
CCOCCCn1c(C)nc2c(c1=O)c1nc3ccccc3nc1n2CCC1=CCCCC1	24.3%
O=C(CCC1CCCCC1)Nc1c2c(nn1-c1ccc(F)cc1)CS(=O)C2 (stereo unspecified)	-3.2%
Cc1cc(C(C#N)c2cccc(Cl)c2)n2ncnc2n1 (stereo unspecified)	-9.2%
COc1ccc(CN2CCn3ncc(C(=O)Nc4cc(C)cc(C)c4)c3C2=O)cc1	-0.3%
CCOc1cc(/C=C2\SC(=S)N(c3ccccc3)C2=O)ccc1OC(=O)c1cccc([N+](=O)[O-])c1	-10.4%
O=C(NC1CCCC1)C1CCCN1C(=O)Nc1ccccc1 (stereo unspecified)	-11.0%
Cc1nnsc1C(=O)NC1CCCCC1	-7.9%
c1ccc2c3c([nH]c2c1)-c1[nH]ncc1CC3	-14.5%
COc1ccccc1C1CC(c2c(-c3ccccc3)c3cc(Cl)ccc3[nH]c2=O)=NN1C(=O)CCC(=O)O (stereo unspecified)	-6.0%
O=C(c1cccnc1)N1C2CCC1CC(O)(c1ccc(F)cc1)C2 (stereo unspecified)	-14.5%
O=C(NCCNc1ccc([N+](=O)[O-])cc1Cl)c1cccc(Br)c1	0.7%
CS(=O)(=O)c1ccc(Cl)c(C(=O)O)c1	12.0%
C=CCOC(=O)CCC(=O)Nc1cccc2ccccc12	1.5%
COc1ccc(Cn2nnnc2C(C(C)C)N(Cc2ccco2)Cc2cccs2)cc1 (stereo unspecified)	-0.3%
CCCn1nnnc1SCC(=O)NCc1ccccc1	2.4%
Cc1ccc(S(=O)(=O)NC(=O)NC(C)c2ccccc2)cc1 (stereo unspecified)	5.1%
CCC1=Nc2ccc(Br)cc2C(c2ccccc2)N1CC(=O)OC (stereo unspecified)	-19.6%
O=C(Nc1ccc2nn(-c3ccccc3)nc2c1)c1ccc(Cl)c([N+](=O)[O-])c1	-18.3%
Clc1ccc2nc(N3CCNCC3)nc(-c3ccccc3)c2c1	-6.1%
CSc1ccccc1C(=O)N1CCN(c2ccc(F)cc2)CC1	5.6%
O=C(/C=C/c1ccccc1Cl)Nc1ccc(Cl)cn1	-3.4%
O=S(=O)(Nc1nc2ccccc2nc1NCC1CCCO1)c1cccs1 (stereo unspecified)	0.3%
COC(=O)c1[nH]c2cccc(OC)c2c1NC(=O)CCN1CC(C)CC(C)C1 (stereo unspecified)	-4.0%
O=C(Cn1nnc2ccccc2c1=O)N1CCCc2ccccc21	-3.3%
COc1cccc(OCC(O)CN(CCO)Cc2ccccc2)c1 (stereo unspecified)	-4.6%
COc1ccc(/C=C/C(=O)N2CCC(C)CC2)cc1Br	2.6%
O=C(c1cccc(Br)c1)N1CCN(c2ccc(F)cc2)CC1	-9.9%
Cc1[nH]n2c(=O)cc(C(C)C)nc2c1-c1ccccc1	-12.0%
CCNC(=O)CSc1nc2ccccc2c(=O)n1OC	2.6%
C/C(=N\N=C\c1ccccc1)C1C(=O)c2ccccc2C1=O	-7.5%
CCOC(=O)N1CCN(C(=O)c2ccc3c(=O)n(Cc4ccccc4OC)c(=S)[nH]c3c2)CC1	-10.7%
O=C1C(O)CC2c3ccccc3CC3(CCCC3)N12 (stereo unspecified)	-4.5%
COc1ccc(N(CC(=O)O)S(C)(=O)=O)c(OC)c1	-1.7%
Cc1ccc(C2C3=C(CC(C)(C)CC3=O)N(CCN3CCOCC3)C3=C2C(=O)CC(C)(C)C3)cc1	-11.8%
COc1ccc(-c2noc(COc3ccc(C)cc3Br)n2)cc1	-0.7%
COc1cccc(C(=O)Nc2nnc(-c3cccs3)o2)c1	7.1%
CC(C)(C)CNC(CO)C12CC3CC(CC(C3)C1)C2 (stereo unspecified)	-3.7%
N#Cc1c(-c2ccccc2)c(-c2ccccc2)nn(CC(=O)NNC(=O)Nc2ccccc2)c1=O	9.3%
Cc1noc(C)c1COC(=O)CCOc1ccccc1	5.8%

Continued.
SMILES	EphA4 KYL inhibition
Cc1ccc(N2C(=O)c3ccccc3C2Nc2ccccc2F)nc1 (stereo unspecified)	2.8%
O=C(Nc1cc(Cl)cc(Cl)c1)c1cccc(Cl)c1Cl	-1.4%
O=C(CCNc1ccccc1)c1ccc([N+](=O)[O-])cc1	13.2%
Cc1cc(NC(=O)/C=C/c2ccccc2)no1	5.6%
O=C(O)c1ccccc1C(=O)Nc1n[nH]c(=S)s1	-7.2%
C[C@H](N)c1nnc(SCc2ccc(Cl)cc2Cl)o1	-2.3%
CN(CCNC(=O)CN1CCN(Cc2ccccc2Cl)C1=O)Cc1ccccc1	-0.7%
Cc1cccc(-c2noc(CN(C(=O)C(c3ccccc3)c3ccccc3)C(C)C)n2)c1	4.4%
CCOC(=O)C(C(C)=O)=C1SC2CS(=O)(=O)CC2S1 (stereo unspecified)	-3.1%
Nc1c(C(=O)NC23CC4CC(CC(C4)C2)C3)sc2nc3c(c(C(F)(F)F)c12)CCC3	-2.5%
Clc1ccc(Cn2cccc2C2=NCCO2)cc1	-1.5%
O=C(NCCNC(=O)c1cc(OCC(F)(F)F)ccc1OCC(F)(F)F)Nc1ccccc1	-11.7%
COCCCN1C(=O)c2[nH]nc(-c3ccccc3O)c2C1c1cccc(Cl)c1 (stereo unspecified)	-2.9%
COc1ccc(N(C(=O)COc2ccccc2OC)S(=O)(=O)c2ccc(C)cc2)cc1	-8.3%
O=C(/C=C/c1ccc(F)cc1)NC(=S)Nc1ccccc1C(=O)NC1CCCCC1	-1.3%
CCC(CC)C(=O)Nc1ccc(C)c(O)c1	-3.3%
CCCNC(=O)N(C)c1nncnc1C(=O)NC	1.4%
COC(=O)C(C)(C)NC(=O)c1cccs1	-4.6%
CSc1nnc(N(CCC#N)CCC#N)s1	-5.6%
CCOC(=O)c1cccc(NC(=O)CN(c2ccc(OC)cc2)S(=O)(=O)c2c(C)noc2C)c1	-6.1%
CCOc1ccc(N2CC(C(=O)NC(C)C)CC2=O)cc1 (stereo unspecified)	-8.0%
COc1ccccc1OCc1nc(C#N)c(N2CC(C)CC(C)C2)o1 (stereo unspecified)	1.4%
Cc1ccc(-n2c(-c3cc(C)n(C)n3)n[nH]c2=S)cc1	-3.1%
Nc1c(-c2ccccc2)cnn1-c1cccc([N+](=O)[O-])c1	-4.4%
CCC(C)NC(=O)CSC1=Nc2ccccc2C2=NC(CC(=O)NCc3ccc(F)cc3)C(=O)N12 (stereo unspecified)	-2.6%
O=C(NCCN1C(=O)CSC1=O)C1CC(=O)N(c2ccccc2)C1 (stereo unspecified)	-0.6%
CC(CCN(C)C)OC(=O)c1ccc(C(C)c2ccccc2)o1 (stereo unspecified)	4.0%
Cc1cc(C)nc(-n2nc(C)cc2NC(=O)CN2CCCC(C)C2)n1 (stereo unspecified)	-3.5%
Cc1onc(-c2ccccc2Cl)c1C(=O)NCc1ccc(S(N)(=O)=O)cc1	-0.3%
CC1Oc2ccccc2N(Cc2cccnc2)C1=O (stereo unspecified)	-14.9%

Gathered by group, the entries above containing an NH in an aromatic ring
SMILES	EphA4 KYL inhibition
CC(C)Sc1nnc(-c2c[nH]c3ccccc23)n1C	-10.3%
c1ccc2c3c([nH]c2c1)-c1[nH]ncc1CC3	-14.5%
COc1ccccc1C1CC(c2c(-c3ccccc3)c3cc(Cl)ccc3[nH]c2=O)=NN1C(=O)CCC(=O)O (stereo unspecified)	-6.0%
COC(=O)c1[nH]c2cccc(OC)c2c1NC(=O)CCN1CC(C)CC(C)C1 (stereo unspecified)	-4.0%
Cc1[nH]n2c(=O)cc(C(C)C)nc2c1-c1ccccc1	-12.0%
CCOC(=O)N1CCN(C(=O)c2ccc3c(=O)n(Cc4ccccc4OC)c(=S)[nH]c3c2)CC1	-10.7%
O=C(O)c1ccccc1C(=O)Nc1n[nH]c(=S)s1	-7.2%
COCCCN1C(=O)c2[nH]nc(-c3ccccc3O)c2C1c1cccc(Cl)c1 (stereo unspecified)	-2.9%
Cc1ccc(-n2c(-c3cc(C)n(C)n3)n[nH]c2=S)cc1	-3.1%

The list goes on:
SMILES	EphA4 KYL inhibition
O=C(COC(=O)c1ccccc1NC(=O)c1ccco1)Nc1ccc2c(c1)OCO2	-1.2%
COC(=O)c1c(C)oc2ccc(O)cc12	-12.4%
Cc1ccc(C(=O)Nc2cccc(C(=O)O)c2)cc1	1.8%
CCOC(=O)c1cccc(NC(=O)c2cncc(Br)c2)c1	-3.3%
Cc1ccc2[nH]c(C)c(CN3CCCC3)c(=O)c2c1	-10.2%
Cc1cc(C)n(-c2nc3ccccc3nc2NCCc2ccccc2)n1	13.1%
CCOc1ccc2nc(SCC)[nH]c2c1	1.6%
CC1CCN(c2nc3ccc(C(=O)O)cc3s2)CC1	-8.7%
O=C(CN1CCN(c2ccccn2)CC1)N(c1ccccc1)c1ccc2ccccc2c1	-2.7%
Cn1cc([N+](=O)[O-])c(C(=O)Nc2cc(Oc3cccnc3)cc([N+](=O)[O-])c2)n1	-9.0%
CCCN(CCC)C(=S)NC(=O)c1ccc(Cl)cc1Cl	3.0%
O=C(NCc1cccnc1)c1cnn2ccccc12	-6.3%
Cc1ccc(OCCCCn2cnc3ccccc32)c(C)c1	6.3%
O=P(/C(=N/O)Sc1ccccc1)(N1CCOCC1)N1CCOCC1	1.3%
COc1ccc(C2CC(=O)C3=C(C2)Nc2ccccc2NC3c2ccc(O)c([N+](=O)[O-])c2)cc1OC (stereo unspecified)	-6.8%
O=C(CSc1nnc(Cc2cccs2)n1-c1ccc(Cl)cc1)NCc1ccc2c(c1)OCO2	-8.6%
COC(=O)C1=C(C)N=c2s/c(=C\c3ccc(-c4ccccc4C(=O)O)o3)c(=O)n2C1c1ccccc1 (stereo unspecified)	25.8%
O=C(O)CCCn1c(=O)[nH]c2ccccc2c1=O	-8.4%
CC1=CC(C#N)(C#N)C(C#N)(C#N)C(c2ccccc2)N1 (stereo unspecified)	-5.9%
O=C(CN1CCCC1)NCC1(c2ccccc2)CCOCC1	-7.2%
CCOC(=O)c1c(-n2cnnn2)sc(C)c1C	-2.0%
O=C(c1cccc([N+](=O)[O-])c1)c1ccc2c(c1)C(=O)N(NC(=O)c1ccco1)C2=O	-4.5%
COc1cc(/C=C2/C(=O)NN(c3ccc(C)c(C)c3)C2=O)cc([N+](=O)[O-])c1O	11.2%
COCC(=O)NCCNc1nc2ccc(C)cc2cc1C	-2.9%
COC(=O)Cn1nnc(-c2cccc(OC)c2)n1	-3.1%
CCOC(=O)c1sc(=NC(=O)c2cccc(OC)c2)n(C)c1C	-6.1%
Cc1ccc(S(=O)(=O)CCCS(=O)(=O)c2ccc(C)cc2)cc1	-10.2%
O=C(c1cc2cc([N+](=O)[O-])ccc2oc1=O)N1CCN(C/C=C/c2ccccc2)CC1	-9.7%
Cc1sc2ncnc(NCC3CCCO3)c2c1C (stereo unspecified)	-11.3%
c1ccn2cc(CSC3=NCCS3)nc2c1	-8.7%
COc1ccc(C(CNC(=O)C2CC(=O)N(Cc3ccc(C)cc3)C2)N(C)C)cc1 (stereo unspecified)	-13.7%
Cc1ccc(Oc2ccc(N)cc2)cc1	0.0%
CCOc1ccc(/C=N/N2CCN(Cc3ccc(Cl)cc3)CC2)cc1OC	-10.4%
O=C(/C=C/c1ccc2c(c1)OCO2)NCCSCc1cccc(Cl)c1	-4.8%
CCOC(=O)N1CCC(NC(=O)c2cccc3c2C(=O)N(c2ccc(OC)cc2)C3)CC1	-8.5%
C=CCn1c(SCC(N)=O)nnc1-c1ccccc1O	5.8%
CC1(C)C(=O)Nc2ccccc2N1C(=O)COc1ncnc2ccccc12	15.7%
O=C(Cn1ncn2c(cc3ccccc32)c1=O)NCCC1=CCCCC1	8.7%

In another format: 4 of the compounds above.
Molecule,EphA4 KYL inhibition
CCOc1ccc(/C=N/N2CCN(Cc3ccc(Cl)cc3)CC2)cc1OC,-10.4%
O=C(/C=C/c1ccc2c(c1)OCO2)NCCSCc1cccc(Cl)c1,-4.8%
CCOC(=O)N1CCC(NC(=O)c2cccc3c2C(=O)N(c2ccc(OC)cc2)C3)CC1,-8.5%
C=CCn1c(SCC(N)=O)nnc1-c1ccccc1O,5.8%

Compound activity deposited in PubChem by Sanford-Burnham Center for Chemical Genomics.
